PKM2 act: PKM2 (human) enzyme activation | purified PKM2, Kinase-Glo ATP luminescence, activation; response scale: 0% is enzyme alone, no compound | Potency, µM (series often up to 57.5 µM), for inactives: at the top dose activation, most hits filed as activators | 0.34% of 260,000 active | AID 1631; note: potency is the fitted concentration of half-maximal effect; % is set by controls: 0 for no effect and ±100 for the full control effect; nearly all actives have a fitted effect of over 55% in size
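hPK-M2, >95% pure; 0.1 mM ADP / 0.5 mM PEP final; imidazole pH7.2 buffer w/ 7 mM MgCl2, 50 mM KCl; 1 h RT; Kinase-Glo lum. Intermediate enzyme activity for dual inhibitor/activator qHTS.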
KCNH2 3.1 inh: inhibitors of human KCNH2 3.1 potassium channel isoform. U2OS KCNH2 3.1, thallium flux FluxOr; active compounds read low. activity change, % (tested at about 1.8 µM). 0.95% of 340,000 active;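 active = maximum activity change below -70%; inconclusive = maximum activity change from -70% to -50%; inactive = maximum activity change above -50%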;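 note: thallium influx rate constant from kinetic fluorescence after stimulation buffer; % is set by controls: 0 for no effect and ±100 for the full control effect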
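Thallium flux via FluxOr fluorescence (Red40 quencher, 45 min loading) in U2OS cells virally expressing the KCNH2 3.1 isoform (1.77 x 10^8 /mL virus, overnight at 37 C). Rate constants from 2-min kinetic reads post-stimulation, normalised to positive and negative controls.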
RORgamma inh: inhibitors of mouse ROR gamma transcriptional activity | AID 2551 | P51450 | Drosophila S2 Gal4-RORgamma UAS-luciferase reporter, 20 h | Potency, µM (titrated, usually from 53.6 µM), for the others: at the top dose activity change, negative = inhibition, usual class: inhibitors | 5.4% of 310,000 active; note: potency is the fitted concentration of half-maximal effect; % is set by controls: 0 for no effect and ±100 for the full control effect; nearly all actives have a fitted effect of over 60% in size
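A Gal4/UAS one-hybrid system in insect cells: metallothionein-promoter Gal4–ROR gamma fusion plus Photinus luciferase reporter. Copper sulfate 700 uM final, 20 hr ambient incubation, luminescent detection after 10 min with reagent.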
MBNL1 CUG block: blocks human MBNL1 binding to CUG repeat RNA | 0.036% of 280,000 active | Potency, µM (titrated, usually from 57.5 µM), for inactives: at the top dose activity change, negative = inhibition, actives largely listed as inhibitors | TR-FRET MBNL1-His/biotin-(CUG)12 binding, 665/545 ratio | Q9NR56; active = well fitted inhibition curve with a large enough effect in the signal ratio, with a control signal flat, not every such curve was filed as active; inconclusive = small, poorly fitted or top-dose-only effect, or effect the other way, or a change in a side signal; inactive = no such curve, though single readings can be large or run the other way; the % refers to the signal ratio; note: potency is the fitted concentration of half-maximal effect; % is set by controls: 0 for no effect and ±100 for the full control effect
Target sequence (Q9NR56 whole entry, looked up): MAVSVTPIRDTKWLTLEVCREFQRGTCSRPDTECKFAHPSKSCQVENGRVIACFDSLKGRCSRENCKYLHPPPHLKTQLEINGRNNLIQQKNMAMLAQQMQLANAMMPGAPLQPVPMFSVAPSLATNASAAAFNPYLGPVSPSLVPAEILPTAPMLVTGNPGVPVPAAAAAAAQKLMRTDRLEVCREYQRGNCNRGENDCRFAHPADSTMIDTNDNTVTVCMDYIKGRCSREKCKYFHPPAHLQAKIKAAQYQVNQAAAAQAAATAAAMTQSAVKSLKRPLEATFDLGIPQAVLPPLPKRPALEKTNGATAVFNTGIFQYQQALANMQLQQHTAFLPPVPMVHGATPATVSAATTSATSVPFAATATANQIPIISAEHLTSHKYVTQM
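Inhibition of protein-RNA binding appears as loss of TR-FRET between terbium anti-His antibody on MBNL1-His and streptavidin-XL665 on biotin-(CUG)12. Activity is normalized to buffer-only and uninhibited-complex controls.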
VP16 counter: Gal4-VP16 reporter inhibition counter-screen | Drosophila S2 Gal4-VP16 UAS-luciferase, luminescence, 20 h | Potency, µM (doses to about 53.6 µM), without a hit: top-dose activity, negative = inhibition, most hits filed as inhibitors | 3.5% of 310,000 active | AID 2546;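 note: Gal4-VP16 expression switched on by copper sulfate through the metallothionein promoter; potency is the fitted concentration of half-maximal effect; % is set by controls: 0 for no effect and ±100 for the full control effect; nearly all actives have a fitted effect of over 50% in size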
NPC1 promoter act: activates the NPC1 promoter; Huh7 NPC1 promoter luciferase reporter, 24 h; 2.4% of 320,000 active; AID 485313; Potency, µM (series often up to 9.22 µM), without a hit: at the top dose activation, most hits filed as activators;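 note: potency is the fitted concentration of half-maximal effect; % of control where 0% means no effect; nearly all actives have a fitted effect of over 60% in size; reporter is driven by a mutant NPC1 promoter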
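Cells: Huh7 expressing luciferase under the NPC1 promoter, 1500/well. Seeded 2 h, compound added, incubated 24 h at 37 °C. Luciferase reagent, 10 min ambient, then luminescence.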
Mito fusion yeast: inhibitors of mitochondrial division or activators of mitochondrial fusion | AID 485298 | Potency, µM (highest dose often 46.1 µM), without a hit: top-dose growth rescue (activation), hits mostly activators | S. cerevisiae fusion-defective mutant growth rescue, CellTiterGlo 48 h | 0.23% of 320,000 active;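 note: potency is the fitted concentration of half-maximal effect; % of control where 0% means no effect; nearly all actives have a fitted effect of over 45% in size; temperature-sensitive fusion mutants such as fzo1-1 at 37 °C on non-fermentable ethanol glycerol medium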
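Temperature-sensitive fusion-defective S. cerevisiae (e.g. fzo1-1, mgm1-5) were grown with compound in YPEG medium (3% ethanol, 3% glycerol) for 48 hours at 37C. Growth rescue was measured as viability by CellTiterGlo luminescence after 10 minutes at ambient.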
ELG1 DNA repair: blocks ELG1-dependent DNA repair in HEK293T cells | HEK293T ELG1-luciferase reporter, luminescence, 16 h; DNA damage induced by 5-fluorouridine | Potency, µM (top dose mostly 46.1 µM), for the others: top-dose activity change, negative = inhibition, actives largely listed as inhibitors | 2.3% of 330,000 active | AID 504467; note: potency is the fitted concentration of half-maximal effect; % is set by controls: 0 for no effect and ±100 for the full control effect; nearly all actives have a fitted effect of over 55% in size
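Cells (2,000 per well) received 5-fluorouridine plus test compound or DMSO and were incubated 16 hr at 37 °C, 5% CO2. Luciferase activity was read by luminescence 30 min after ONE-Glo addition; signal suppression marked inhibition of damage-induced ELG1 function.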
FLuc modulator: firefly luciferase modulation, counter-screen for miR-21 project. 6.9% of 360,000 active. purified FLuc, Km substrates, luminescence inhibition. Potency, µM (titrated, usually from 57.5 µM), without a hit: at the highest dose activity change, negative = inhibition, actives largely listed as inhibitors;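 note: potency is the fitted concentration of half-maximal effect; plate controls were vehicle for no effect and reference inhibitor for full effect; nearly all actives have a fitted effect of over 55% in size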
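Purified P. pyralis luciferase, 10 nM final, with Km-level 10 uM D-luciferin and 10 uM ATP in 50 mM Tris acetate pH 7.5, 10 mM Mg acetate, 0.01% Tween-20, 0.05% BSA; 6-point qHTS titration about 60 µM downward; luminescence read.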
Menin-MLL TR inh: menin-MLL binding inhibition, Texas Red mutant peptide; O00255; Menin + Texas Red MLL mutant peptide, fluorescence polarization; Potency, µM (titrated, usually from 61.6 µM), for inactives: at the top dose FP activity change, negative = inhibition, actives largely listed as inhibitors; 0.23% of 270,000 active; AID 1768; active = well fitted inhibition curve with a large enough effect in the polarisation, with a control signal flat, not every such curve was filed as active; inconclusive = small, poorly fitted or top-dose-only effect, or effect the other way, or a change in a side signal; inactive = no such curve, though single readings can be large or run the other way; the % refers to the polarisation; note: potency is the fitted concentration of half-maximal effect; % of control where 0% means no effect; many of its hits are not listed in these tables
Target sequence (O00255 whole entry, looked up): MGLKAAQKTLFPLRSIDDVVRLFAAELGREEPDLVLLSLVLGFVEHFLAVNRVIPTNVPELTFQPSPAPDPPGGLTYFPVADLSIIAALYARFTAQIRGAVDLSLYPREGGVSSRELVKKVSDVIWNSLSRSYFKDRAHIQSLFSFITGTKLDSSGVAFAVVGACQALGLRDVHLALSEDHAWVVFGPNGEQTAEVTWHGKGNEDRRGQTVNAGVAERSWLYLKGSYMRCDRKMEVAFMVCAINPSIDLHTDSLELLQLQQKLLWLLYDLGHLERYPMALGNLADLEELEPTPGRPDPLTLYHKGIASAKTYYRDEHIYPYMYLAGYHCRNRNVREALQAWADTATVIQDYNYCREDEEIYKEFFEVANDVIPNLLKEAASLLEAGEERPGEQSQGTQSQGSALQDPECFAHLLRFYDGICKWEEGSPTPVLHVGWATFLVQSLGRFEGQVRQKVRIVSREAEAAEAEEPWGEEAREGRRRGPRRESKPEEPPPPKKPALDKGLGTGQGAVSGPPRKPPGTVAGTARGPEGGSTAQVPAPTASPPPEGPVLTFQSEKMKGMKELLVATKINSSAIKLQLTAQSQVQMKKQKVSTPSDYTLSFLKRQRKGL
Rab9 prom act: activators of Rab9 promoter | Potency, µM (top dose mostly 9.22 µM), without a hit: at the top dose activation, negative = inhibition, hits mostly activators | Huh7 Rab9 promoter-luciferase reporter, luminescence, 24 h | AID 485297 | 2.8% of 320,000 active; note: potency is the fitted concentration of half-maximal effect; % of control where 0% means no effect; nearly all actives have a fitted effect of over 60% in size
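Rab9 promoter-driven luciferase in stably transfected Huh7 cells; 1500 cells/well rested 2 h, exposed to compound in DMSO for 24 h at 37 °C, 5% CO2. Luminescence read 10 min after adding luciferase reagent at ambient temperature.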
An asterisk follows results filed as active; & = joins results of further samples; [ ] = dose if it differs, or a comment. Unless noted, calls come from the whole dose curve; as a rule, active = well fitted curve in the direction sought with a large enough effect; inconclusive = small, poorly fitted or top-dose-only effect, or another doubt; inactive = no such curve, though single readings can be large; an effect the other way counts as inactive or inconclusive. An excerpt; the hit share may differ from the screen's.

Cc1onc(-c2c(F)cccc2Cl)c1C(=O)N=C(N)N1CCCC1 was read as PKM2 act -9.2%, KCNH2 3.1 inh 16.0, RORgamma inh 26.8%, MBNL1 CUG block -3.2%, VP16 counter -4.6%, NPC1 promoter act -4.5%, Mito fusion yeast -5.4%, ELG1 DNA repair 0.0%, FLuc modulator -0.3% and Rab9 prom act -9.7%.
`COc1cc2c(cc1OC)C1CC(=O)C(CC(C)C)CN1CC2` (centres undefined) gave PKM2 act -5.4%, KCNH2 3.1 inh 3.2, RORgamma inh -6.1%, MBNL1 CUG block -0.2%, VP16 counter -10.5%&2.9%, NPC1 promoter act 5.2%[46.1 µM], Mito fusion yeast inconclusive, ELG1 DNA repair -10.3%, FLuc modulator 5.9%, Menin-MLL TR inh -8.3% and Rab9 prom act -0.5%[46.1 µM].
Screening O=C(CSc1nnc(-c2ccccc2)o1)n1c2c(c3ccccc31)CCCC2 returned PKM2 act -10.9%, RORgamma inh -2.5%, MBNL1 CUG block 1.6%, VP16 counter 7.9%, NPC1 promoter act -0.1%, Mito fusion yeast -2.3%, ELG1 DNA repair -1.5%, FLuc modulator -1.6%, Menin-MLL TR inh 2.5% and Rab9 prom act 0.0%.
`Cc1sc2nc(CN3CCC(C)CC3)nc(Cl)c2c1C` gave PKM2 act 4.7%, RORgamma inh 17.8µM*, MBNL1 CUG block -7.5%, VP16 counter 3.7%, NPC1 promoter act 0.2%, Mito fusion yeast -5.1%, ELG1 DNA repair 1.2%, FLuc modulator inconclusive, Menin-MLL TR inh -15.5% and Rab9 prom act -3.3%.
Screening Cc1ccc2nc(CCc3nc4ccc(C)cc4[nH]3)[nH]c2c1 returned PKM2 act 2.3%, KCNH2 3.1 inh -16.1, RORgamma inh -17.2%, MBNL1 CUG block 2.0%, VP16 counter 0.7%, NPC1 promoter act 1.5%, Mito fusion yeast -1.3%, ELG1 DNA repair -8.7%, FLuc modulator -7.8%, Menin-MLL TR inh 2.1% and Rab9 prom act -1.3%.
Screening O=S(=O)(c1ccc(Oc2ccc(F)c(Cl)c2)nc1)N1CCOCC1 returned KCNH2 3.1 inh -15.5, NPC1 promoter act -1.6%, Mito fusion yeast 9.9%, ELG1 DNA repair 0.6%, FLuc modulator 3.1% and Rab9 prom act -0.3%.
Screening COc1ccc(CNC(=O)c2c(O)c3cccc4c3n(c2=O)CCC4)cc1 returned PKM2 act 28.6%, KCNH2 3.1 inh 7.3, RORgamma inh 1.3%, MBNL1 CUG block inconclusive, VP16 counter 4.5%, NPC1 promoter act 0.5%, Mito fusion yeast 6.2%, ELG1 DNA repair 16.6%, FLuc modulator 6.8%, Menin-MLL TR inh -1.2% and Rab9 prom act 3.6%.
For Cc1c(NC(=O)C(C)N2C(=O)C3C4C=CC(C4)C3C2=O)c(=O)n(-c2ccccc2)n1C (centres undefined) the results were PKM2 act 0.5%, KCNH2 3.1 inh -1.2, RORgamma inh -1.5%, MBNL1 CUG block 2.5%, VP16 counter -2.8%, NPC1 promoter act -1.6%, Mito fusion yeast -4.7%, ELG1 DNA repair 5.7%, FLuc modulator 1.0%, Menin-MLL TR inh 2.5% and Rab9 prom act -3.0%.
For O=C(O)c1ccc(NC(=O)c2cn(-c3ccccc3)nc2-c2ccc(Cl)cc2)cc1 the results were PKM2 act -23.2%, KCNH2 3.1 inh -4.5, RORgamma inh inconclusive, MBNL1 CUG block -2.3%, VP16 counter -9.8%, NPC1 promoter act 11.9%, Mito fusion yeast 4.0%, ELG1 DNA repair 23.2%, FLuc modulator 6.75µM*, Menin-MLL TR inh inconclusive and Rab9 prom act 13.4%.
For Cc1[nH]c(=O)[nH]c(=O)c1S(=O)(=O)N1CCCC(C(=O)NCc2ccccc2Cl)C1 (centres undefined) the results were PKM2 act 6.2%, KCNH2 3.1 inh -2.3, RORgamma inh 20.1%, MBNL1 CUG block -18.6%, VP16 counter 3.3%, NPC1 promoter act -2.5%, Mito fusion yeast -6.8%, ELG1 DNA repair 14.9%, FLuc modulator 1.0%, Menin-MLL TR inh -11.6% and Rab9 prom act -4.9%.
For COc1cc(C(=O)NNC(=O)COc2ccc(C)cc2)ccc1OCC(=O)N1CCOCC1 the results were KCNH2 3.1 inh 3.7, NPC1 promoter act -3.2%, Mito fusion yeast -3.2%, ELG1 DNA repair 9.2%, FLuc modulator 5.3% and Rab9 prom act -0.1%.
For COC(=O)c1c(C(=O)OC)c(-c2cccc(Cl)c2)n2c1CS(=O)C2 (centres undefined) the results were PKM2 act -4.5%, KCNH2 3.1 inh -32.0, RORgamma inh -0.5%, MBNL1 CUG block 4.6%, VP16 counter 6.6%, NPC1 promoter act 0.6%, Mito fusion yeast 0.7%, ELG1 DNA repair 17.4%, FLuc modulator -6.5%, Menin-MLL TR inh -2.9% and Rab9 prom act -3.1%.
`CC1CCC(NC(=O)CCCCn2c(=O)[nH]c3ccsc3c2=O)CC1` (centres undefined) gave PKM2 act -1.7%, KCNH2 3.1 inh -14.0, RORgamma inh inconclusive, MBNL1 CUG block -14.9%, VP16 counter -23.8%, NPC1 promoter act 2.0%, Mito fusion yeast -6.8%, ELG1 DNA repair -6.0%, FLuc modulator -3.1%, Menin-MLL TR inh -10.1% and Rab9 prom act 0.6%.
`CN(C=C1C(=O)CC(C)(C)CC1=O)CCN1CCNCC1` gave PKM2 act 0.5%, KCNH2 3.1 inh 13.3, RORgamma inh -3.1%, MBNL1 CUG block 4.6%, VP16 counter 6.2%, NPC1 promoter act -1.3%, Mito fusion yeast -2.7%, ELG1 DNA repair -1.5%, FLuc modulator 4.1% and Rab9 prom act 0.7%.
Screening NS(=O)(=O)c1ccc(CNC(=O)c2ccc(Cl)c([N+](=O)[O-])c2)cc1 returned PKM2 act -11.3%, KCNH2 3.1 inh -5.3, RORgamma inh 9.8%, MBNL1 CUG block inconclusive, VP16 counter 3.0%, NPC1 promoter act -2.1%, Mito fusion yeast 3.2%, ELG1 DNA repair 0.0%, FLuc modulator 1.0% and Rab9 prom act 0.9%.
Screening O=C1Nc2ccccc2Nc2ncccc21 returned PKM2 act -1.7%, KCNH2 3.1 inh 6.8, RORgamma inh inconclusive, MBNL1 CUG block inconclusive, VP16 counter -7.5%, NPC1 promoter act -3.6%, Mito fusion yeast -4.9%, ELG1 DNA repair inconclusive, FLuc modulator 2.6%, Menin-MLL TR inh -51.6% and Rab9 prom act 4.4%.
COc1cccc(/C=C2\N=C(c3c(-c4ccccc4)noc3C)OC2=O)c1OC was read as PKM2 act 2.3%, KCNH2 3.1 inh 5.2, RORgamma inh 20.5%, MBNL1 CUG block 25.0%, VP16 counter -7.9%, NPC1 promoter act -1.1%, Mito fusion yeast -2.9%, ELG1 DNA repair inconclusive, FLuc modulator 3.9%, Menin-MLL TR inh -19.9% and Rab9 prom act 5.8%.
`CN(C(=O)COC(=O)c1ccccc1SCC(=O)N1CCCC1)C1CCS(=O)(=O)C1` (centres undefined) gave PKM2 act -4.9%, KCNH2 3.1 inh 4.4, RORgamma inh -11.4%, MBNL1 CUG block -0.1%, VP16 counter 6.2%, NPC1 promoter act 0.0%, Mito fusion yeast 0.7%, ELG1 DNA repair 19.5%, FLuc modulator 3.1% and Rab9 prom act -6.1%.
For COC(OC)C(C)NC(=O)NC(=O)c1ccccc1Cl (centres undefined) the results were PKM2 act -5.2%, KCNH2 3.1 inh 2.0, RORgamma inh 6.4%, VP16 counter -1.3%, NPC1 promoter act -1.6%, Mito fusion yeast -1.0%, ELG1 DNA repair 13.7%, FLuc modulator -1.4% and Rab9 prom act 6.7%.
For COc1ccc(C(=O)Nc2ccccc2C(N)=O)cc1 the results were PKM2 act -31.7%, KCNH2 3.1 inh 11.3, RORgamma inh -20.2%, MBNL1 CUG block -3.9%, VP16 counter -18.3%, NPC1 promoter act 3.16µM*, Mito fusion yeast -1.7%, ELG1 DNA repair inconclusive, FLuc modulator -22.5%[2.3 µM], Menin-MLL TR inh -0.2% and Rab9 prom act 2µM*.
Screening CCOCCCNS(=O)(=O)c1cc2[nH]c3c(c2cc1C)C(=O)CC(C)(C)C3 returned KCNH2 3.1 inh 2.2, RORgamma inh 31.9%, MBNL1 CUG block -5.9%, VP16 counter -7.4%, NPC1 promoter act -0.7%, Mito fusion yeast -4.8%, ELG1 DNA repair inconclusive, FLuc modulator -4.8%, Menin-MLL TR inh -5.8% and Rab9 prom act -1.5%.
For Cc1ccc(S(=O)(=O)CCc2nnc(NC(=O)c3cnccn3)s2)cc1 the results were PKM2 act 0.1%, KCNH2 3.1 inh 8.3, RORgamma inh -18.1%, MBNL1 CUG block -8.0%, VP16 counter 0.1%, NPC1 promoter act -3.1%, Mito fusion yeast 2.3%, ELG1 DNA repair -7.5%, FLuc modulator -2.6%, Menin-MLL TR inh -7.4% and Rab9 prom act -3.2%.

Screens deposited in PubChem by National Center for Advancing Translational Sciences (NCATS).
